From PubChem BioAssay
All columns: NCI-60 one-dose screen, growth in % after 48 h at 10 µM unless noted; 100 = growth as untreated, 0 = no growth, -100 = all killed.
OVCAR-8: OVCAR-8 ovarian cancer; 81,000 tested, 4.4% active
DU-145: DU-145 prostate cancer; 81,000 tested, 4.2% active; AID 1794760
OVCAR-5: OVCAR-5 ovarian cancer | 82,000 tested, 2.9% active | AID 1794783
NCI/ADR-RES: NCI/ADR-RES ovarian cells; 81,000 tested, 4.4% active
SK-OV-3: SK-OV-3 ovarian cancer cells | 80,000 tested, 3.2% active | AID 1794785
IGROV1: IGROV1 ovarian cancer | 79,000 tested, 4.7% active | AID 1794786
OVCAR-4: OVCAR-4 ovarian cancer cells; 80,000 tested, 3.7% active
OVCAR-3: OVCAR-3 ovarian cancer; 79,000 tested, 7% active
Numbers without * were called inactive; nt = no result given; & = joins results of further samples; ! = not confirmed by another sample. The calls were made as follows: active = growth percent below 10; inactive = the rest.

SMILES | OVCAR-8 | DU-145 | OVCAR-5 | NCI/ADR-RES | SK-OV-3 | IGROV1 | OVCAR-4 | OVCAR-3
CCCCC(/C=C/c1ccc2ccccc2n1)CC (stereo not drawn) | 97 | 118 | 108 | 111 | 102 | 122 | 121 | 120
COc1cc(C(=C2O[C@@H]([C@H]3COC(C)(C)O3)[C@H]3OC(C)(C)O[C@@H]23)c2cc(OC)c(OC)c(OC)c2)cc(OC)c1OC | 108 | 112 | 91 | 92 | 116 | 137 | 108 | 112
O=CNc1ccc2c(c1)C(=O)c1ccccc1-2 | 99 | 108 | 91 | 105 | 96 | 103 | 93 | 107
O=C(CSc1nnc(-c2ccc(Cl)cc2)o1)c1ccc(Cl)cc1 | 102 | 114 | 99 | 103 | 105 | 109 | 100 | 117
Cc1ccc(CCCO)cc1 | 96 | 104 | 105 | 103 | 107 | 102 | 112 | 105
CCCCN=CC(Cl)(Cl)C(=O)OCC | 112 | 115 | 113 | 106 | 140 | 112 | 110 | 116
COc1cc2ncnc(NC3CCC(O)CC3)c2cc1OC (stereo not drawn) | 97 | 102 | 92 | 100 | 109 | 97 | 103 | 111
COc1ccc(C(=O)Nc2cccc(-c3cc(=O)c4ccccc4o3)c2)c(OC)c1 | 58 | 80 | 92 | 73 | 79 | 90 | 65 | 97
Cc1cc(=S)cc(C)o1 | 112 | 106 | 103 | 112 | 108 | 110 | 105 | 118
CCC(CC)NCC(C)O (stereo not drawn) | 104 | 109 | 107 | 105 | 109 | 116 | 113 | 119
COC(=O)c1nnn(-c2cc(Cl)ccc2Cl)c1C(=O)c1ccc(Cl)c(Cl)c1 | 102 | 110 | 97 | 99 | 97 | 104 | 97 | 106
CCOC(=O)c1nn(-c2ccc(Cl)cc2)c(=N/N=C/c2c(O)cc3oc(C)cc(=O)c3c2OC)s1 | 89 | 84 | 82 | 82 | 112 | 90 | 85 | 78
COc1cc(C(=O)Nc2cccc(C3CC(=O)c4c(cc(OC)c(OC)c4OC)O3)c2)cc(OC)c1OC (stereo not drawn) | 51 | 89 | 113 | 76 | 113 | 82 | 86 | 78
Cc1ccc(C(=O)c2ccc(CC(=O)N/N=C/c3ccc(O)cc3O)n2C)cc1 | 48 | 51 | 63 | 35 | 45 | 42 | 21 | 37
COC(=O)c1c(-c2ccccc2)[nH]c(-c2nccc3ccccc23)c1C(=O)OC | 96 | 108 | 82 | 95 | 99 | 99 | 95 | 100
c1ccc(-c2nn3c(-c4ccccc4)nnc3s2)cc1 | 96 | 92 | 88 | 98 | 123 | 90 | 97 | 105
CC(=O)Nc1ccc(S(=O)(=O)Nc2ccc(S(=O)(=O)c3ccc(NS(=O)(=O)c4ccc(NC(C)=O)cc4)cc3)cc2)cc1 | 98 | 117 | 91 | 101 | 90 | nt | 114 | 114
NC1=Nc2ccccc2C(=O)NN1 | 93 | 116 | 96 | 104 | 105 | 101 | 109 | 113
CCCCNC(=S)Nc1ccc(OCc2nc3ccccc3[nH]2)cc1 | 59 | 59 | 86 | 66 | 113 | 79 | 57 | 60
O=C(CNc1ncnc2sc3c(c12)CCCC3)NN1C(=O)C=CC1=O | 106 | 114 | 104 | 103 | 98 | 111 | 107 | 106
CSc1nc(N)c2c(n1)NC(c1ccc(Cl)cc1)C1CCc3ccccc3C1=N2 (stereo not drawn) | 116 | 107 | 106 | 97 | 88 | 67 | 90 | 102
Cc1cc(-c2ccccc2)n2nc3[nH]c(=O)c(=O)n-3nc2c1C#N | 105 | 111 | 100 | 102 | 87 | 99 | 96 | 112
CC1(c2ccc(O)cc2)N=C(N)Nc2nc3ccccc3n21 (stereo not drawn) | 99 | 122 | 109 | nt | 118 | 94 | 116 | 132
COc1ccc(C2CC(c3ccc(Nc4nc(NCCO)nc(Nc5ccc(Cl)cc5)n4)cc3)=NN2c2cc(Cl)cc(Cl)c2)cc1 (stereo not drawn) | 92 | 101 | 101 | 97 | nt | 86 | 90 | 97
COC(=O)c1ccc(I)cc1 | 103 | 124 | 104 | 100 | 111 | 106 | 104 | 127

Entries shown so far containing an aryl thioether with sulfur outside any ring:
SMILES | OVCAR-8 | DU-145 | OVCAR-5 | NCI/ADR-RES | SK-OV-3 | IGROV1 | OVCAR-4 | OVCAR-3
O=C(CSc1nnc(-c2ccc(Cl)cc2)o1)c1ccc(Cl)cc1 | 102 | 114 | 99 | 103 | 105 | 109 | 100 | 117
CSc1nc(N)c2c(n1)NC(c1ccc(Cl)cc1)C1CCc3ccccc3C1=N2 (stereo not drawn) | 116 | 107 | 106 | 97 | 88 | 67 | 90 | 102

Back to the main list, starting four compounds before the break.
SMILES | OVCAR-8 | DU-145 | OVCAR-5 | NCI/ADR-RES | SK-OV-3 | IGROV1 | OVCAR-4 | OVCAR-3
Cc1cc(-c2ccccc2)n2nc3[nH]c(=O)c(=O)n-3nc2c1C#N | 105 | 111 | 100 | 102 | 87 | 99 | 96 | 112
CC1(c2ccc(O)cc2)N=C(N)Nc2nc3ccccc3n21 (stereo not drawn) | 99 | 122 | 109 | nt | 118 | 94 | 116 | 132
COc1ccc(C2CC(c3ccc(Nc4nc(NCCO)nc(Nc5ccc(Cl)cc5)n4)cc3)=NN2c2cc(Cl)cc(Cl)c2)cc1 (stereo not drawn) | 92 | 101 | 101 | 97 | nt | 86 | 90 | 97
COC(=O)c1ccc(I)cc1 | 103 | 124 | 104 | 100 | 111 | 106 | 104 | 127
Cc1c(C(=O)Nc2ccccc2)sc2c(=O)[nH]c(C(F)(F)F)nc12 | 102 | 109 | 115 | 103 | 97 | 98 | nt | 112
COc1cc(-c2ccc(-c3ccc(C(=N)N)cn3)s2)cc(OC)c1OC | 105 | 107 | 100 | 106 | nt | 106 | 90 | 121
C/C(=N\NC(=O)c1ccncc1)c1cccc(Cl)c1 | 98 | 113 | 99 | 111 | nt | 107 | 118 | 110
O=S(=O)(/C=C/c1ccccc1)c1ccc(F)cc1 | 102 | 99 | 122 | 105 | 107 | 97 | 96 | 105
C=C(C)[C@@H]1CC[C@]2(COP(=O)(OCC)OCC)CC[C@]3(C)[C@H](CC[C@@H]4[C@@](C)(CCCN)[C@H](C(=C)C)CC[C@]43C)[C@@H]12 | 26 | 38 | 43 | 19 | 46 | 40 | 23 | 24
COc1ccc(C(=O)C2CC2c2ccc(Cl)cc2)cc1 (stereo not drawn) | 78 | 97 | 115 | 79 | 104 | 84 | 72 | 75
O=[N+]([O-])c1ccccc1-c1ccc(-c2nn3c(-c4ccccc4)nnc3s2)o1 | 78 | 82 | 102 | 74 | 102 | 88 | 80 | nt
O=C(O)/C=C\C(=O)Nc1ccc2c(c1)C(Br)c1ccccc1-2 (stereo not drawn) | 107 | 104 | 103 | 99 | 81 | 71 | 97 | 98
COc1ccccc1CNC(=O)C1CSC2c3ccccc3C(=O)N12 (stereo not drawn) | 97 | 106 | 113 | 106 | 108 | 110 | 107 | 110
COc1ccc(C2=NN(C=O)C(c3sc(Cl)nc3Cl)C2)cc1 (stereo not drawn) | 98 | 97 | 110 | 98 | 102 | 101 | 95 | 106
CC(=O)N1CCC([C@@]23C[C@@H](OC(=O)CO)[C@@](C)(O2)[C@@H]2CCC(C)=C2[C@@H]3OC(=O)/C=C/c2ccccc2)CC1 | 107 | 105 | 98 | 96 | 110 | 105 | 98 | 110
COc1cc(-c2cc(/C=C/C(C)=O)[nH]n2)cc(OC)c1OC | 73 | 77 | 95 | 81 | 109 | 74 | 71 | 85
CCN1c2ccccc2C(Cl)(c2ccc(N(C)C)cc2)c2ccccc21 | 18 | 74 | 107 | 86 | nt | -20* | 75 | 23
COc1ccc(/C=C/C(=O)c2ccc(NC(=O)CSc3nc(-c4ccc(OC)c(OC)c4)c(C#N)c(=O)[nH]3)cc2)cc1OC | 85 | 81 | 85 | 88 | 95 | 89 | 76 | 68
Cc1ccc(-c2nc(SCC(=O)c3ccc(Br)cc3)nc(Nc3cccc(S(N)(=O)=O)c3)c2C#N)cc1 | 99 | 98 | 103 | 98 | 101 | 103 | 101 | nt
Cc1cc(C)c2c(n1)sc1c(NCc3ccccc3)ncnc12 | 97 | 101 | 91 | 99 | 119 | 99 | 118 | 116
O=C(Cn1cc(COc2ncnc3sc4c(c23)CCCC4)nn1)Nc1ccccn1 | 99 | 105 | 108 | 83 | nt | 101 | 80 | 115
O=C(Oc1c(Cl)c(Cl)c(Cl)c(Cl)c1Cl)Oc1c(Cl)c(Cl)c(Cl)c(Cl)c1Cl | 105 | 109 | 92 | 96 | 106 | 99 | 116 | 109
CN(C)c1ccc(-c2c(C#N)c(N)nn2-c2ncc(C#N)c(N)n2)cc1 | 108 | 103 | 108 | 100 | 107 | 85 | 88 | 95
CC1(C)CC[C@]2(C(=O)N3CCCN(CC#N)CC3)CC[C@]3(C)C(=CC[C@@H]4[C@@]5(C)CCC(=O)C(C)(C)[C@@H]5CC[C@]43C)[C@H]2C1 | 100 | 109 | 106 | 104 | 110 | 108 | 117 | nt
COc1ccc(-c2cc(-c3ccc(Cl)cc3)c(C#N)c(=O)n2CCCCCC(=O)Nc2ccccc2N)cc1 | 30 | 50 | 52 | 33 | 64 | 38 | 55 | 58
COc1cccc(/C=C2\S/C(=N\N=C(c3ccccc3)c3ccccc3)NC2=O)c1 | 87 | 100 | 94 | 97 | 90 | 86 | 82 | 98
O=C1N(c2ccccc2)C(c2ccccc2)CC12OCCO2 (stereo not drawn) | 106 | 107 | 112 | 109 | 119 | nt | 96 | 111
O=c1nc(Nc2cccc([N+](=O)[O-])c2)sc2ccccc12 | 57 | 97 | 102 | 56 | 54 | 87 | 60 | 124
CS(=O)(=O)Nc1ccc(C(=O)N=Nc2c(O)[nH]c3ccccc23)cc1 | 103 | 105 | 105 | 107 | 113 | 105 | 104 | 112

The listing continues.
SMILES | OVCAR-8 | DU-145 | OVCAR-5 | NCI/ADR-RES | SK-OV-3 | IGROV1 | OVCAR-4 | OVCAR-3
CNc1cc(-c2cccc(OC(F)(F)F)c2)nc2ccc(N3CCCC3)cc12 | -3.0*! | 6.6*! | 50&12&56 | 21&21&59 | 92&55&93 | -15*! | -27*! | -91*!
N=C1CC(=O)NN1c1nc(Nc2ccccc2)nc(Nc2ccc(S(N)(=O)=O)cc2)n1 | 102 | 107 | 102 | 104 | 122 | 98 | 99 | 103
Cc1cc(NCc2cc(Nc3ccnc4cc(Cl)ccc34)ccc2F)nc(N2CCOCC2)n1 | 36 | 24 | 77 | 25 | 0.5* | 50 | 7.3* | 16
Brc1ccc(N/N=C/c2c[nH]c3ccccc23)nc1 | 44 | 38 | 45 | 5.8* | 71 | 2.0* | 41 | 20
Cc1cc(=O)oc2cc(OCc3c(F)cccc3Cl)ccc12 | 73 | 88 | 93 | 79 | 75 | 80 | 83 | 107
CCOC(=O)c1sc(/N=C2\NC(=O)/C(=C3/C(=O)N(Cc4ccccc4)c4ccc(Cl)cc43)S2)nc1C | 103 | 105 | 113 | 101 | 103 | 106 | 110 | 105
O=C(Nc1cc(C(F)(F)F)cc(C(F)(F)F)c1)Nc1ccc2oc(=O)ccc2c1 | 14 | 18 | 18 | 4.2* | -1.5* | 17 | 33 | nt
O=c1cc(N/N=C/c2ccc(Cl)cc2)c2ccccc2[nH]1 | 96 | 118 | 113 | 99 | 78 | 109 | 111 | 112
CN1C(=O)/C(=C/c2ccco2)S/C1=N/c1nccs1 | 104 | 107 | 110 | 101 | 106 | 106 | 98 | 114
COC1/C=C/OC2(C)Oc3c(C)c(O)c4c(O)c(c(/C=N/N(c5ccccc5)c5ccccc5)c(O)c4c3C2=O)NC(=O)C(C)=C/C=C/C(C)C(O)C(C)C(O)C(C)C(OC(C)=O)C1C (stereo not drawn) | 63 | 90 | 124 | 92 | 85 | 100 | 69 | 59
Brc1ccc(-c2nc3ccccc3s2)cc1 | 106 | 108 | 91 | 99 | 92 | 74 | 94 | 99
Cc1ccc2nc(-c3c(-c4ccc(F)cc4)nc4sccn34)[nH]c2c1 | 93 | 96 | 110 | 86 | 99 | 102 | 94 | 101
c1ccc(CSc2ncnc3c2ncn3C2CCCCO2)cc1 (stereo not drawn) | 99 | 106 | 97 | 98 | 92 | 114 | 102 | 110
O=S(=O)(O)c1ccc2cc(S(=O)(=O)O)ccc2c1 | 105 | 109 | 116 | 101 | 106 | 103 | 116 | 103
CSc1ccc2c(c1)N(C(=O)/C(C#N)=C/c1ccc(N(C)C)cc1)c1ccccc1S2 | 95 | 101 | 104 | 85 | 105 | 87 | 86 | 97
CCOC(=O)CC(=O)NC(C)(C)CCCCC(C)(C)NC(=O)CC(=O)OCC | 105 | 111 | 100 | 103 | 98 | 122 | 104 | 96
Cc1ccc(S(=O)(=O)NCCCNc2nccc(-c3[nH]c(-c4ccccc4)nc3-c3ccc(Cl)c(O)c3)n2)cc1 | 95 | 93 | 105 | 99 | 106 | 105 | 112 | 111
Cn1cc(-c2nc(-c3c[nH]c4ccncc34)cs2)c2cc(F)ccc21 | -60* | -98* | -91* | -74* | 62 | -87* | -54* | -95*
CS(=O)(=O)c1nccc(-c2c(-c3cccc(OCCN4CCCC4)c3)nc3sccn23)n1 | 105 | 105 | 96 | 103 | 122 | 92 | 98 | 95
COc1cc(NCC(=O)Nc2cc(Nc3ccc(Cl)cc3)ncn2)c(Cl)c(OC)c1Cl | 100 | 107 | 96 | 100 | 78 | 84 | 97 | 100
O=C1c2ccccc2-c2ccccc2C1(Cl)Cl | -90* | -91* | -74* | -44* | 95 | -99* | -99* | -87*

Profiles, looked up by structure.
Shown for Cc1cc(-c2ccccc2)n2nc3[nH]c(=O)c(=O)n-3nc2c1C#N : OVCAR-8: 105; DU-145: 111; OVCAR-5: 100; NCI/ADR-RES: 102; SK-OV-3: 87; IGROV1: 99; OVCAR-4: 96; OVCAR-3: 112
Shown for CCCCNC(=S)Nc1ccc(OCc2nc3ccccc3[nH]2)cc1 : OVCAR-8: 59; DU-145: 59; OVCAR-5: 86; NCI/ADR-RES: 66; SK-OV-3: 113; IGROV1: 79; OVCAR-4: 57; OVCAR-3: 60
